ANO1 block: mouse TMEM16A channel inhibition, primary screen. HEK293 TMEM16A/YFP iodide influx fluorescence, ionomycin. normalized B-score (activity score, 25-100; higher = stronger inhibition) at 10 µM. 310,000 compounds, 1.2% hits. AID 588511;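 active = ratio plate-corrected score three or more library SD toward inhibition, starting fluorescence score within five deviations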;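 note: score derived from kinetic fluorescence span divided by baseline fluorescence per well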
HDAC3 inh: human HDAC3 inhibition; recombinant HDAC3, fluorogenic peptide/trypsin coupled, fluorescence; inhibition, % at 8.3 µM; O15379; 320,000 compounds, 0.15% hits; in the data active = inhibition above about 26%, passing the limit was not always enough
Target sequence (O15379 whole entry, looked up): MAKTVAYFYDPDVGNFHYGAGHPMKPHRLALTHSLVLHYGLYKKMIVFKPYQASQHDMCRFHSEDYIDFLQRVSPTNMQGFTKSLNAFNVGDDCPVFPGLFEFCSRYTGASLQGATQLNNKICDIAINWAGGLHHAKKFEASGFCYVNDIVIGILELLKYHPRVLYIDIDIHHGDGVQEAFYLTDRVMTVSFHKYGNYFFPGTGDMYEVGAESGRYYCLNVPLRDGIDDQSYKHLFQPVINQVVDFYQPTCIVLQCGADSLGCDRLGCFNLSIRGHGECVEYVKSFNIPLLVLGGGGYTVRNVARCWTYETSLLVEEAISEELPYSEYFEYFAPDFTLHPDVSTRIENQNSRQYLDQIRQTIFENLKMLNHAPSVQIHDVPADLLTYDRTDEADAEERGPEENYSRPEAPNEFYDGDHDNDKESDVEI
TMEM16A act: activates or potentiates the mouse TMEM16A chloride channel; Q8BHY3; HEK293 TMEM16A/YFP-H148Q/I152L, iodide quench fluorescence; active compounds read low; B-score at 10 µM; 340,000 compounds, 0.3% hits;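 active = fluorescence-ratio B-score plate-corrected deviation score at least 3 library SD below zero, with starting fluorescence score within 5 deviations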;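 note: channel opened by trigger with iodide after compound preincubation; score built on the fluorescence ratio of max minus min over baseline; more negative score means more quench and so TMEM16A activation or potentiation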
Dyrk1A ADPGlo: blocks rat Dyrk1A kinase activity | ADP-Glo luminescence, NFATc1 peptide | 310,000 compounds, 0.43% hits | inhibition, % at 12.5 µM | Q63470; in the data active = inhibition above about 50%;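 note: plate controls were vehicle with enzyme for no effect and no enzyme for full effect; many of its hits are not listed in these tables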
KCNQ1 act: human KCNQ1 channel potentiation or activation; P51787; CHO-K1 KCNQ1, thallium flux FluxOR fluorescence; active compounds read high; B-score at 10 µM; 310,000 compounds, 0.35% hits;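 active = fluorescence ratio B-score, a plate-corrected score, at least three library SD, with initial intensity B-score within 5 SD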
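Material: CHO-K1 cells stably expressing KCNQ1. Medium: assay buffer for compound exposure, DMSO matched across wells. Reagent: K+/Tl+ depolarizing stimulus. Compound dosing: single-concentration screen. Times: 37 °C overnight plating, 90-min dark dye load, 20-min compound pretreatment. Technique: FluxOR Tl+ flux fluorescence.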
KCNK9 block: blocks the human KCNK9 two-pore domain potassium channel. Q9NPC2. HEK293 KCNK9, FluxOR thallium flux fluorescence; active compounds read low. B-score at 10 µM. 310,000 compounds, 1.2% hits;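 active = ratio B-score over 3 SD below the library mean, with starting fluorescence within 5 SD of its mean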;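 note: negative B-score means less thallium flux so channel inhibition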
Target sequence (Q9NPC2 whole entry, looked up, the tested form may be a part): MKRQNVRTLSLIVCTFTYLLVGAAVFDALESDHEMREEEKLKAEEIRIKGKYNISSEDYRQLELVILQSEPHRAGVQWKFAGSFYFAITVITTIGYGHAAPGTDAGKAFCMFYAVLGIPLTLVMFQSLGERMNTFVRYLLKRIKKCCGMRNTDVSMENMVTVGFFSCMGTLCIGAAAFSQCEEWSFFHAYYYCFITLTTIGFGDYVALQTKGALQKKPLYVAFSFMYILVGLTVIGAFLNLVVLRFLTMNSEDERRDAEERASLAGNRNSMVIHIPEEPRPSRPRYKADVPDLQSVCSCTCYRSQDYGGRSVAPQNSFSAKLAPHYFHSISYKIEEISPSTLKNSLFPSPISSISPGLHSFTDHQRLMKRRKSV
hERG rescue: compounds protecting human hERG from proarrhythmic drug block. Q12809. CHO-hERG, FluxOR thallium flux, dofetilide IC70 present. activation (rescue from dofetilide block), less the hit threshold, % at 10 µM. 310,000 compounds, 0.51% hits. AID 1511;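 active = activation above the mean of controls blocked by dofetilide plus 5 SD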;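 note: thallium influx through hERG after potassium depolarization seen as dye fluorescence rise; in these data hits start at about 4.7%; inactives centre near -7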
TRPC4 agonist: activators of mouse TRPC4 channel | HEK293 TRPC4beta/mu-opioid, Fluo4 calcium fluorescence; active compounds read high | 310,000 compounds, 0.49% hits | B-score at 10 µM;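 active = B-score above 5 SD of library B-scores, and initial fluorescence ratio not above library mean plus 5 SD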;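 note: positive B-score marks a calcium rise read as TRPC4 activation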
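Assay system – TRPC4beta and mu-opioid receptor HEK293 stable cells · Measured by – Fluo4 fluorescence, kinetic · Schedule – dye loading 45 min room temperature, 110 s kinetic read · Read-out – B-scored integrated calcium fluorescence ratio · Controls – buffer and maximal DAMGO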
TRPC4 PAM: TRPC4 (mouse) allosteric potentiation; HEK293 TRPC4beta/mu-opioid, DAMGO EC20, Fluo-4 Ca2+ flux; active compounds read high; B-score at 10 µM; 310,000 compounds, 0.42% hits;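 active = B-score of calcium response area above 5 SD of library B-scores, with initial fluorescence ratio within 5 SD of library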;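 note: B-score of integrated fluorescence ratio over time as area under calcium response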
KCNQ1 inh: human KCNQ1 channel inhibition; P51787; CHO-K1 KCNQ1, FluxOR thallium flux fluorescence; active compounds read high; B-score at 10 µM; 310,000 compounds, 1.3% hits; AID 2642;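 active = compounds whose thallium flux B-score, printed positive for inhibition, exceeds three library SD while starting fluorescence stays within three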;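 note: channel opened by potassium depolarization with thallium stimulus after 20 min compound exposure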
KCNK3 block: human KCNK3 channel inhibition, primary screen. O14649. CHO-KCNK3 thallium flux, FluxOR fluorescence; active compounds read low. B-score at 10 µM. 340,000 compounds, 0.84% hits;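 active = B-score under library mean minus 4 SD, starting fluorescence ratio at most library mean plus 5 SD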;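 note: more negative B-score means stronger inhibition of thallium flux through KCNK3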
Active calls of the source: *; i = inactive; · = no result given; & = joins results of further samples.

SMILES	ANO1 block	HDAC3 inh	TMEM16A act	Dyrk1A ADPGlo	KCNQ1 act	KCNK9 block	hERG rescue	TRPC4 agonist	TRPC4 PAM	KCNQ1 inh	KCNK3 block
CCOc1ccc(C(=O)NCCCCNC(=O)c2ccc(OCC)cc2)cc1	i	-7.6	i	·	i	i	-5.6	i	i	i	i
CC(NC(=O)c1ccccc1C(=O)O)c1ccc(-n2ccnc2)cc1 (stereo not drawn)	i	-1.5	i	2.3	i	i	-5.6	i	i	i	i
CCOC(=O)CSC1=NN2CCS(=O)(=O)N=C2S1	i	-2.8	i	-7.0	i	i	-10.4	i	i	i	i
CCOC(=O)c1c(C)n(-c2ccc(C)cc2)c2ccc(OCC(O)CNCC3CCCO3)cc12 (stereo not drawn)	i	11.8	i	3.3	i	i	-41.7	i	33*	7*	i
O=C(O)c1ccccc1OC(=O)C12CC3CC(CC(C3)C1)C2	i	-3.1	i	-1.1	i	i	-5.0	i	i	i	i
CCOC(=O)N1CCN(C(=O)CN(c2cccc(C(F)(F)F)c2)S(C)(=O)=O)CC1	i	-11.0	i	-0.5	i	i	-6.1	i	i	i	i
O=C(NCCCn1ccnc1)Nc1ccc(Cl)cc1	i	-5.9	i	1.2	i	i	-8.4	i	i	i	i
COCC(=O)NNS(=O)(=O)c1ccccc1[N+](=O)[O-]	i	0.9	i	-5.4	i	i	-2.1	i	i	i	i
COc1ccc(CCN2C(=O)CC(N3CCOCC3)C2=O)cc1 (stereo not drawn)	i	-1.2	i	-8.2	i	i	-1.7	i	i	i	i
Cc1nn(C)c(C)c1NC(=O)CN1CCC(O)(c2ccc3c(c2)OCO3)CC1	i	3.1	i	-2.1	i	i	-0.7	i	i	i	i
Cc1nnc(SCC(=O)Nc2cc(C(N)=O)cc(C(N)=O)c2)n1-c1ccccc1	i	-7.4	i	0.5	i	i	-2.9	i	i	i	i
Cc1cc(C)c(S(=O)(=O)Nc2ccc(-c3cn4ccccc4n3)cc2)c(C)c1	i	-13.0	i	-5.7	i	i	-15.0	i	i	i	i
NNC(=O)c1oc2nc(-c3cccs3)cc(-c3ccco3)c2c1N	i	1.2	i	0.1	i	i	-4.8	i	i	i	i
Cc1cc(C)nc(NC(N)=S)n1	i	·	i	-1.3	i	i	-16.7	i	i	i	i
COc1cc(OC)c(N(C)S(=O)(=O)c2cccc(C(=O)OCC(=O)c3c[nH]c4ccccc34)c2)cc1Cl	i	2.0	i	-1.0	i	i	0.1	i	i	i	i

Rewritten with two lines to a compound: entries from further up
Below each compound: ANO1 block	HDAC3 inh	TMEM16A act	Dyrk1A ADPGlo	KCNQ1 act	KCNK9 block	hERG rescue	TRPC4 agonist	TRPC4 PAM	KCNQ1 inh	KCNK3 block
Cc1nnc(SCC(=O)Nc2cc(C(N)=O)cc(C(N)=O)c2)n1-c1ccccc1
 : i	-7.4	i	0.5	i	i	-2.9	i	i	i	i
Cc1cc(C)c(S(=O)(=O)Nc2ccc(-c3cn4ccccc4n3)cc2)c(C)c1
 : i	-13.0	i	-5.7	i	i	-15.0	i	i	i	i
NNC(=O)c1oc2nc(-c3cccs3)cc(-c3ccco3)c2c1N
 : i	1.2	i	0.1	i	i	-4.8	i	i	i	i

Next compounds.
SMILES	ANO1 block	HDAC3 inh	TMEM16A act	Dyrk1A ADPGlo	KCNQ1 act	KCNK9 block	hERG rescue	TRPC4 agonist	TRPC4 PAM	KCNQ1 inh	KCNK3 block
CC(=O)CCS(=O)(=O)c1ccc(NC(C)=O)cc1	i	2.0	i	·	i	i	0.7	i	i	i	i
CCN(c1ccccc1)C1(O)C(=O)c2ccccc2C1=O	i	4.6	i	-6.9	i	i	-3.5	i	i	i	i
O=C1NC(NS(=O)(=O)c2ccccc2)(C(F)(F)F)C(=O)N1c1cccc(Cl)c1 (stereo not drawn)	i	-0.6	i	10.7	i	i	-7.1	i	i	i	i
CCCc1cc(=O)oc2cc(OCc3ccc(OC)cc3)c(Cl)cc12	i	-9.5	i	-1.3	i	i	-8.0	i	i	i	i
Cc1nc2ccc(NC(=O)N3CCSCC3)cc2nc1C	i	-8.2	i	0.1	i	i	-2.2	i	i	i	i
CC(C)(C)c1ccc(C(=O)N2CCCCCC2=O)cc1	i	-1.6	i	-1.1	i	i	-6.3	i	i	i	i
CCOC(=O)/C=C/C(=O)N1CCN(C(=O)/C=C/C(=O)OCC)CC1	i	·	i	5.6	i	i	-11.4	i	i	i	i
CC12CCC(=O)N1C(C(=O)Nc1ccc(S(=O)(=O)N3CCCCC3)cc1)CS2 (stereo not drawn)	i	6.3	i	-4.9	i	i	-16.6	i	i	i	i
CC(=O)Nc1ccc(S(=O)(=O)N(C)CC(=O)NC2CCCC(C)C2C)cc1 (stereo not drawn)	i	2.8	i	4.5	i	i	-11.0	i	i	i	i
COc1ccc(C/C(N)=N/OC(=O)C(c2ccccc2)c2ccccc2)cc1OC	i	-0.8	i	-2.8	i	i	-4.7	i	i	i	i
C=C(C)CNC(=O)CCc1nnc(Cc2cccc(C(F)(F)F)c2)o1	i	-3.5	i	0.5	i	i	-6.2	i	i	i	i
Cn1cnnc1SCC(=O)Nc1ccc2nc(SCc3ccccc3F)sc2c1	i	1.9	i	5.9	i	i	-9.0	i	i	i	i
CCCNC(=O)Nc1nc2ccccc2s1	i	0.7	i	40.1	i	i	-11.2	i	i	i	i
O=C(CN1C(=O)C2CC=C(Cl)CC2C1=O)NCc1ccccc1 (stereo not drawn)	i	0.3	i	1.4	i	i	-3.3	i	i	i	i
CS(=O)(=O)N(CC(=O)Nc1ccccc1Sc1ccccc1)C1CCCCC1	i	11.2	i	-1.9	i	i	-5.9	i	i	i	i
Clc1ccc2[nH]c(-c3ccccc3)cc2c1	25*	-0.6	i	-1.5	i	i	-3.0	i	i	9*	i
Cc1cc(Nc2ccccc2)n(C(=O)c2ccc(N)cc2)n1	i	-3.2	i	10.7	i	i	-2.1	i	i	i	i
CCCCc1nnc(NC(=O)Cn2cnc3ccccc3c2=O)s1	i	6.9	i	·	i	i	-7.2	i	i	i	i
C(=C\c1nnc2c3ccccc3ncn12)/c1ccccc1	i	-0.2	i	8.5	i	i	-7.5	i	i	i	i
N#CC(=C=[N-])c1nc2ccccc2nc1-[n+]1cccc(NC(=O)c2ccccc2)c1	i	-8.2	i	-1.1	i	i	-13.1&-13.3	i	i	i	i
O=c1c2ccccc2nc2n1C(CSc1ccc(Br)cc1)CN2 (stereo not drawn)	i	-5.2	i	1.7	i	i	-12.7	i	i	i	i
CN1C(=O)C2(C(C#N)=C(N)Oc3c2oc(CO)cc3=O)c2ccccc21 (stereo not drawn)	i	-2.4	i	-3.9	i	i	-1.4	i	i	i	i
CC(NC(=O)c1cnccn1)c1ccc(S(N)(=O)=O)cc1 (stereo not drawn)	i	·	i	-5.1	i	i	-7.7	i	i	i	i
Cc1cc(NC(=O)CSc2ccc(-c3ccc(Br)cc3)nn2)no1	i	5.3	i	8.4	i	i	-4.9	i	i	i	i
C=CC(=O)N1C/C=C\C(c2ccc(OC)cc2)N(Cc2ccc(F)cc2)C(=O)C1 (stereo not drawn)	·	·	i	-0.2	i	i	-9.4	i	i	i	i
CC(=O)NC1C(OCCOc2ccc(Cl)cc2C)OC(CO)C(O)C1O (stereo not drawn)	i	-3.8	i	-0.1	i	i	-5.1	i	i	i	i
CCN(CC)C(=O)c1ccc(Nc2nnc(C)c3ccccc23)cc1	i	7.9	i	-15.6	i	i	-6.9	i	i	i	i
O=C(Nc1nc(-c2ccccc2)cs1)C1CCCN(S(=O)(=O)c2ccccc2)C1 (stereo not drawn)	i	·	i	-5.3	i	i	-6.0	i	i	i	i
COc1ccc(C(=O)N/N=C2/SCC(=O)N2Cc2ccc3c(c2)OCO3)cc1OC	i	-8.8	i	-4.3	i	i	-8.4	i	i	i	i
Cc1onc(-c2ccccc2Cl)c1C(=O)NC(=S)Nc1ccc(C(C)C)cc1	i	16.1	i	-0.6	i	i	-0.9	i	i	i	i
O=C(Nc1ccccc1)C(c1ccccc1)c1ccccc1	i	-0.5	i	-2.9	i	i	-3.0	i	i	i	i
CC(NC(=O)C(=O)NCCC1=CCCCC1)c1ccccc1 (stereo not drawn)	i	-2.9	i	-1.4	i	i	-3.1	i	i	i	i
COc1cccc(C(=O)N2CCN=C2SC)c1	i	-15.0	i	·	i	i	-8.0	i	i	i	i
CC1(c2ccccc2Cl)NC(=O)N(CC(=O)NCc2ccc3c(c2)OCO3)C1=O (stereo not drawn)	i	5.3	i	5.8	i	i	-3.6	i	i	i	i
O=C(O)c1ccc(Cl)c(NC(=O)C2CCCN2S(=O)(=O)c2cccc3nsnc23)c1 (stereo not drawn)	i	5.5	i	-2.3	i	i	-1.8	i	i	i	i
COc1ccccc1C(CCNCc1ccc(N(C)C)cc1)c1ccc(OC(C)C)cc1 (stereo not drawn)	i	9.6	i	-5.2	i	i	-26.8	47*	i	10*	i
CCSC1=C(C#N)C(c2ccccc2C)CC(=O)N1 (stereo not drawn)	i	-0.7	i	0.5	i	i	-1.8	i	i	i	i
Cc1cccc(C)c1NC(=O)C(c1cccs1)N(Cc1ccco1)C(=O)Cn1nnc2ccccc21 (stereo not drawn)	i	-7.5	i	3.9	i	i	-8.8	i	i	i	i
O=S(=O)(Nc1ccc2nc(-c3ccco3)[nH]c2c1)c1ccccc1	i	8.2	i	0.7	i	i	-13.3	i	i	i	i
O=C(C1=C[C@@H](c2ccc(C(F)(F)F)cc2)C[C@@H](OCc2ccc(CO)cc2)O1)N1CCN(Cc2ccccc2)CC1	i	17.0	i	-0.2	i	i	-11.2	i	i	i	i
Cc1ccc2oc(C(F)(F)C(F)F)cc(=O)c2c1	i	3.9	i	-8.4	i	i	-5.3	i	i	i	i
Cc1onc(-c2c(Cl)cccc2Cl)c1NC(=O)NN(C)C	i	2.5	i	-1.1	i	i	-1.7	i	i	i	i
CC(C)C(=O)N(Cc1cc2ccccc2[nH]c1=O)C(C)(C)C	i	-0.4	i	5.7	i	i	-2.9	i	i	i	i
Cc1csc(NC(=O)CSc2ncnc3c2cnn3-c2ccccc2Cl)n1	100*	4.1	i	2.0	i	i	-25.9	i	i	i	i
Cn1cccc1-c1cc(C(=O)N/N=C/c2cc(Br)ccc2O)[nH]n1	i	-0.8	i	5.1	i	i	-11.4	i	i	i	i
Nc1nc(SCn2nnc3ccccc3c2=O)n[nH]1	i	5.5	i	1.9	i	i	-2.9	i	i	i	i
CCN(CC(=O)Nc1ccc(N2CCOCC2)cc1)C(=O)c1ccc(C(F)(F)F)cc1	i	1.0	i	5.5	i	i	-10.6	i	i	i	i
CSC1=N/C(=C\c2ccc(C)cc2)C(=O)S1	i	2.9	i	4.4	i	i	-11.8	i	i	i	i

Bioassay records: PubChem BioAssay, several laboratories

Not all compounds are listed; the hit share may differ from the screen's.
